Source: PubChem BioAssay
PLC-beta3 inh – inhibitors of human phospholipase C beta3; Q01970; inhibition, % at 12.2 µM; 370,000 tested, 0.18% active; Purified PLC-beta3, fluorogenic substrate, fluorescence; in the data active means inhibition above about 11%;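 further: 0% = median of compound wells on plate and 100% = full blocker control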
SIAE primary – human SIAE inhibition, primary screen; AID 1053197; inhibition, % at 9.66 µM; 370,000 tested, 0.69% active; SIAE FP-Rh probe binding, fluorescence polarization; Q9HAT2;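 active means inhibition above a cutoff: mean of compounds within the control limits plus 3 SD of those, cut at about 17% in these data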;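 further: 0% = plate median of compound wells and 100% = probe without SIAE protein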
Tn6 DDE FP – inhibitors of Tn6 peptide binding to human fibrin DD(E); P02675; inhibition, % at 8.3 µM; Fibrin DD(E) TRITC-Tn6 fluorescence polarization displacement; 370,000 tested, 0.21% active;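 active means inhibition above a per-campaign cutoff: mean of compounds within control limits plus 3 SD, cut at about 15% in these data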;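 further: 0% = median of all compound wells on the plate and 100% = blocking peptide control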
Tn7 DDE FP – inhibitors of Tn7 peptide binding to human fibrin DD(E); P02675; FP displacement of FITC-Tn7 peptide from fibrin DD(E); 0% = median of compound wells per plate; inhibition, % at 8.3 µM; 370,000 tested, 0.13% active;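 active means inhibition above the mean of compounds falling within the control limits plus 3 SD of them, cut at about 14% in these data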;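 further: 0% = plate median of compound wells and 100% = 10 µM Aha-Tn7 peptide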
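Test system: human clot-derived fibrin DD(E) complex / Quantity: 2 µM final DD(E) protein / Incubation: 10 min plus 3 h, room temperature / Measured by: fluorescence polarization / Benchmarks: high control of 10 µM Aha-Tn7 peptide / Replicates: singlicate testing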
ADAM17 inh – inhibits human ADAM17 | P78536 | recombinant ADAM17, EDANS/DABCYL FRET peptide cleavage | inhibition, % at 6.95 µM | 370,000 tested, 0.83% active;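 active means inhibition above the mean of compounds lying between control limits plus 3 SD, set per campaign, cut at about 8.5% in these data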;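 further: 0% = DMSO-only wells as the low control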
Target sequence (P78536 215-824 limits assumed): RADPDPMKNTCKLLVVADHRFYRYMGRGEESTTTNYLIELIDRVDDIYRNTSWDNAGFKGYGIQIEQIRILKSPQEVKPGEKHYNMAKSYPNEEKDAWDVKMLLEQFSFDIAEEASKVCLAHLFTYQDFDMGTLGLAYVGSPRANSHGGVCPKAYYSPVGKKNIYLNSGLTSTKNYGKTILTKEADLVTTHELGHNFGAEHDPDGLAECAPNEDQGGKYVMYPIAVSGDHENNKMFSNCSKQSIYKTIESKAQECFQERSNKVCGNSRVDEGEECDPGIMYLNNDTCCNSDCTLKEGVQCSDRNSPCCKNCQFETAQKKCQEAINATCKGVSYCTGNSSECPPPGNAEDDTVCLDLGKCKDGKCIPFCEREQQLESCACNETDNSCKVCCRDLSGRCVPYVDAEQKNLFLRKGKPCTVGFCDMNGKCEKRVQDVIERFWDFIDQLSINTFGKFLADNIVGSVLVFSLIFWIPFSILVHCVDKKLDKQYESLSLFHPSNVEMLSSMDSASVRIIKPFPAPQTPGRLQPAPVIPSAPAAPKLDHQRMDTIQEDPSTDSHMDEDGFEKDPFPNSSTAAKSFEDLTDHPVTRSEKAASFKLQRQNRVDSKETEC
ARFGAP1 inhibitor – inhibitors of rat ARFGAP1; Q62848; Arfgap1-stimulated ARF1 GTP hydrolysis, GDP FP detection; inhibition, % at 16.5 µM; 360,000 tested, 0.26% active; AID 651572;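 active means inhibition above a per-plate limit, mean inhibition of low control wells plus 3 SD, cut at about 25% in these data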;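 further: 0% = DMSO wells with enzyme and 100% = wells lacking Arfgap1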
Target sequence (Q62848 1-136 limits assumed): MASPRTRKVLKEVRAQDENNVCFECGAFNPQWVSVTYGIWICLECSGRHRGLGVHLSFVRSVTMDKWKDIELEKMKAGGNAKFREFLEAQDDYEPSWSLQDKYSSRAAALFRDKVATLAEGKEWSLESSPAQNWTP
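Material: rat Arfgap1 catalytic domain, aa 1-136; also added: human ARF1(Δ1-17)-GTP substrate; compound dosing: one concentration, 16.5 µM, DMSO 1.26%; incubation: GTP hydrolysis reaction 2 h at 25 °C; measured by: Tracer-displacement fluorescence polarization with EDTA stop, 620/688 nm; evaluation: % inhibition from polarization; repeats: one replicate per compound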
TDP2 inh – blocks human TDP2 phosphodiesterase activity; recombinant TDP2, T5PNP hydrolysis, p-nitrophenol absorbance 415 nm; inhibition, % at 12.8 µM; 370,000 tested, 0.34% active; AID 720702;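 active means inhibition above the mean of all tested compounds plus 3 SD, set per campaign, cut at about 25% in these data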;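 further: 0% = DMSO with enzyme and 100% = buffer with substrate but no TDP2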
Target sequence (O95551 whole entry, looked up): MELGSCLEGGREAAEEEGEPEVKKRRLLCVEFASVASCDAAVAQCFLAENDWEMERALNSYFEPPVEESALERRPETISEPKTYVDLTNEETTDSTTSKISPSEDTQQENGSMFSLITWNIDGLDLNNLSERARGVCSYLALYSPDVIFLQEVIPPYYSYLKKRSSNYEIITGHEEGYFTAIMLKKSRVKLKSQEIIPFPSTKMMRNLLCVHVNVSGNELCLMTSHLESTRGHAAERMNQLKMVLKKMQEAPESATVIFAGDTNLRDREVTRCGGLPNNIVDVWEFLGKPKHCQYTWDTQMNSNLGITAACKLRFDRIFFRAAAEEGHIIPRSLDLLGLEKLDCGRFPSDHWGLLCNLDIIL
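Test system: human TDP2 enzyme; Input: 120 nM TDP2 per well; Buffer or medium: Mg2+-containing Tris-HCl buffer, pH 7.5; Reagent: 5 mM T5PNP; Dosing: 12.8 µM single point, 1% DMSO; Incubation: reaction 2 h, 37 °C; Detection: p-Nitrophenol epi absorbance; Read-out: % inhibition relative to enzyme-containing and enzyme-free wells; Replicates: single well per compound.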
ADAM10 inh – inhibits human ADAM10. O14672. recombinant ADAM10, EDANS/DABCYL FRET peptide cleavage, 3 h. inhibition, % at 7 µM. 370,000 tested, 0.62% active;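 active means inhibition above a per-campaign cutoff equal to the mean of compounds falling between control-based bounds plus 3 SD, cut at about 20% in these data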;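 further: 0% = DMSO wells while the 100% control is not disclosed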
ASAP1 inh – inhibitors of human ASAP1 ArfGAP activity; ASAP1-stimulated ARF1 GTP hydrolysis, GDP FP detection; inhibition, % at 16.5 µM; AID 624377; 360,000 tested, 0.19% active; Q9ULH1; in the data active means inhibition above about 25%;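 further: 0% = vehicle with enzyme and substrate and 100% = no enzyme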
PLC-gamma1 inh – inhibitors of human phospholipase C gamma1; P19174; purified PLC-gamma1, fluorogenic substrate, fluorescence; inhibition, % at 12.2 µM; 370,000 tested, 0.84% active; in the data active means inhibition above about 9.5%
* marks the source's active call; other numbers are inactive results.

CSCCC(NC(=O)c1ccccc1Cl)C(=O)NCC(c1cccs1)N(C)C (stereo not drawn) was read as PLC-beta3 inh -2.9, SIAE primary -2.3, Tn6 DDE FP -7.2, Tn7 DDE FP -0.1, ADAM17 inh 0.3, ARFGAP1 inhibitor 11.1, TDP2 inh 5.5, ADAM10 inh -2.1, ASAP1 inh -15.2 and PLC-gamma1 inh -5.2.
For CC(C)Oc1ccc(S(=O)(=O)N2CCCCC2)cc1NC(=O)C1=COCCO1 the results were PLC-beta3 inh -5.5, SIAE primary 9.7, Tn6 DDE FP 0.5, Tn7 DDE FP -5.5, ADAM17 inh 0.1, ARFGAP1 inhibitor -5.7, TDP2 inh 14.2, ADAM10 inh -0.9, ASAP1 inh 8.4 and PLC-gamma1 inh 3.0.
`CCOc1cc(/C=C(/C#N)c2nc3ccccc3[nH]2)ccc1OCc1ccc(C(=O)O)o1` gave PLC-beta3 inh -310.5, SIAE primary -37.2, Tn6 DDE FP -4.2, Tn7 DDE FP -2.6, ADAM17 inh -45.2, ARFGAP1 inhibitor 8.9, TDP2 inh -4.2, ADAM10 inh -110.4, ASAP1 inh 9.6 and PLC-gamma1 inh -212.3.
Screening Cc1cc(NC(=O)CSc2nnc(C3COc4ccccc4O3)n2N)no1 (stereo not drawn) returned PLC-beta3 inh -9.8, SIAE primary 4.7, Tn6 DDE FP 0.1, Tn7 DDE FP 1.3, ADAM17 inh -1.7, ARFGAP1 inhibitor -4.9, TDP2 inh 19.3, ADAM10 inh 5.2, ASAP1 inh -0.3 and PLC-gamma1 inh 2.0.
Screening CC1(C(=O)Nc2ccc3c(c2)OCCO3)CCN1C(=O)c1ccccc1CCc1ccccc1 (stereo not drawn) returned PLC-beta3 inh -4.1, SIAE primary -3.3, Tn6 DDE FP -7.8, Tn7 DDE FP -6.8, ADAM17 inh 3.9, ARFGAP1 inhibitor 0.0, TDP2 inh 2.3, ADAM10 inh 3.0, ASAP1 inh 14.0 and PLC-gamma1 inh 2.6.
For O=C(CCSc1ccccc1)NC1CCCC1 the results were PLC-beta3 inh 1.2, SIAE primary 2.6, Tn6 DDE FP 7.1, Tn7 DDE FP 0.1, ADAM17 inh -4.7, ARFGAP1 inhibitor -0.3, TDP2 inh 3.8, ADAM10 inh -8.4, ASAP1 inh -6.3 and PLC-gamma1 inh -0.8.
For COc1ccc(/C(C)=N/NC(=O)c2ccccc2N)cc1 the results were PLC-beta3 inh -94.2, SIAE primary 0.1, Tn6 DDE FP 12.6, Tn7 DDE FP 7.9, ADAM17 inh -54.0, ARFGAP1 inhibitor 9.2, TDP2 inh -3.3, ADAM10 inh -123.1, ASAP1 inh 1.4 and PLC-gamma1 inh -71.4.
Screening COCc1cc(C)nc(Nc2ccc(C)c(C)c2)c1C#N returned PLC-beta3 inh 0.3, SIAE primary -7.5, Tn6 DDE FP -5.6, Tn7 DDE FP -3.7, ADAM17 inh -5.1, ARFGAP1 inhibitor -6.7, TDP2 inh -18.3, ADAM10 inh -19.3, ASAP1 inh 9.2 and PLC-gamma1 inh 7.3.
Oc1ccc(C=NNC(=S)Nc2ccccc2)nc1 was read as PLC-beta3 inh -24.0, SIAE primary 0.1, Tn6 DDE FP -0.3, Tn7 DDE FP 7.4, ADAM17 inh -14.2, ARFGAP1 inhibitor 0.1, TDP2 inh -0.5, ADAM10 inh -52.6, ASAP1 inh -0.8 and PLC-gamma1 inh -22.7.
For COc1ccccc1CN1CC(C(=O)NCCN2CCNC2=O)CCC1=O (stereo not drawn) the results were PLC-beta3 inh -6.8, SIAE primary -6.5, Tn6 DDE FP -0.2, Tn7 DDE FP -1.6, ADAM17 inh -1.9, ARFGAP1 inhibitor 1.4, TDP2 inh -1.5, ADAM10 inh -0.2, ASAP1 inh 7.4 and PLC-gamma1 inh 0.5.

Structures shown so far with an aryl thioether with sulfur outside any ring (two):
Screening Cc1cc(NC(=O)CSc2nnc(C3COc4ccccc4O3)n2N)no1 (stereo not drawn) returned PLC-beta3 inh -9.8, SIAE primary 4.7, Tn6 DDE FP 0.1, Tn7 DDE FP 1.3, ADAM17 inh -1.7, ARFGAP1 inhibitor -4.9, TDP2 inh 19.3, ADAM10 inh 5.2, ASAP1 inh -0.3 and PLC-gamma1 inh 2.0.
For O=C(CCSc1ccccc1)NC1CCCC1 the results were PLC-beta3 inh 1.2, SIAE primary 2.6, Tn6 DDE FP 7.1, Tn7 DDE FP 0.1, ADAM17 inh -4.7, ARFGAP1 inhibitor -0.3, TDP2 inh 3.8, ADAM10 inh -8.4, ASAP1 inh -6.3 and PLC-gamma1 inh -0.8.

(next part)
COc1ccc(-n2cccc2/C=C2\C(=N)N3N=C(C(C)C)SC3=NC2=O)cc1 was read as PLC-beta3 inh -6.4, SIAE primary -8.2, Tn6 DDE FP -1.7, Tn7 DDE FP 1.1, ADAM17 inh 0.2, ARFGAP1 inhibitor -8.8, TDP2 inh -10.7, ADAM10 inh 0.1, ASAP1 inh -12.5 and PLC-gamma1 inh -5.5.
For CN(Cc1c(F)cccc1Cl)C(=O)c1ccc(NC(=O)CC2SC(N3CCCCC3)=NC2=O)cc1 (stereo not drawn) the results were PLC-beta3 inh -1.1, SIAE primary 2.1, Tn6 DDE FP -4.2, Tn7 DDE FP 0.6, ADAM17 inh -0.7, ARFGAP1 inhibitor 5.6, TDP2 inh -18.0, ADAM10 inh 5.5, ASAP1 inh 10.1 and PLC-gamma1 inh 1.3.
Screening Cc1c(N=C/C=C/c2ccccc2)cnn1C returned PLC-beta3 inh 1.8, SIAE primary -3.1, Tn6 DDE FP 4.0, Tn7 DDE FP -1.6, ADAM17 inh -0.1, ARFGAP1 inhibitor 7.9, TDP2 inh 1.3, ADAM10 inh 5.3, ASAP1 inh 8.2 and PLC-gamma1 inh -2.4.
For COc1ccc(C(=O)Cn2nnc(-c3ccccc3NC(=O)C(F)(F)F)n2)cc1 the results were PLC-beta3 inh -1.2, SIAE primary 6.3, Tn6 DDE FP 2.4, Tn7 DDE FP 4.6, ADAM17 inh -3.8, ARFGAP1 inhibitor 3.9, TDP2 inh 8.8, ADAM10 inh 2.9, ASAP1 inh -0.2 and PLC-gamma1 inh -4.2.
O=S(=O)(c1ccc2c(c1)oc1ccccc12)N1CCOCC1 was read as PLC-beta3 inh -3.0, SIAE primary -4.3, Tn6 DDE FP -10.3, Tn7 DDE FP -1.1, ADAM17 inh -4.2, ARFGAP1 inhibitor 4.1, TDP2 inh -5.2, ADAM10 inh -17.4, ASAP1 inh -10.1 and PLC-gamma1 inh -0.7.
`Cn1c2c(c(=O)n(C)c1=O)C(NS(=O)(=O)c1ccc(Cl)cc1)(C(F)(F)F)C(=O)N2` (stereo not drawn) gave PLC-beta3 inh 0.9, SIAE primary 0.4, Tn6 DDE FP -6.5, Tn7 DDE FP -2.1, ADAM17 inh -8.0, ARFGAP1 inhibitor 3.4, TDP2 inh 0.4, ADAM10 inh -3.5, ASAP1 inh 2.1 and PLC-gamma1 inh 1.8.
Screening CCOc1cc(/C=N/Nc2ncc(C)c(=O)[nH]2)ccc1O returned PLC-beta3 inh -7.4, SIAE primary 1.6, Tn6 DDE FP 9.0, Tn7 DDE FP 0.6, ADAM17 inh -0.4, ARFGAP1 inhibitor 5.4, TDP2 inh 5.0, ADAM10 inh -3.6, ASAP1 inh 3.4 and PLC-gamma1 inh -0.7.
`CNC(=O)CC(CC(=O)c1ccccc1)c1ccccc1` (stereo not drawn) gave PLC-beta3 inh -0.8, SIAE primary 7.5, Tn6 DDE FP 2.7, Tn7 DDE FP -4.9, ADAM17 inh -5.0, ARFGAP1 inhibitor 0.5, TDP2 inh -1.9, ADAM10 inh 0.1, ASAP1 inh -8.5 and PLC-gamma1 inh -1.9.
CC(Sc1cccc(C(F)(F)F)c1)C(=O)NC(N)=O (stereo not drawn) was read as PLC-beta3 inh 2.5, SIAE primary -2.7, Tn6 DDE FP -2.5, Tn7 DDE FP 5.1, ADAM17 inh -5.1, ARFGAP1 inhibitor 13.3, TDP2 inh 6.5, ADAM10 inh 1.1, ASAP1 inh -5.9 and PLC-gamma1 inh -1.1.
For Cc1cc(C)c(S(=O)(=O)Nc2ccncc2)cc1C the results were PLC-beta3 inh -3.5, SIAE primary -8.9, Tn6 DDE FP -2.1, Tn7 DDE FP 1.7, ADAM17 inh -2.6, ARFGAP1 inhibitor -3.0, TDP2 inh -8.7, ADAM10 inh -2.5, ASAP1 inh -5.3 and PLC-gamma1 inh -1.2.
For O=C(/C=C/c1cccs1)N1CCN(c2ccccc2)CC1 the results were PLC-beta3 inh -2.5, SIAE primary -1.1, Tn6 DDE FP 4.9, Tn7 DDE FP -3.5, ADAM17 inh -2.5, ARFGAP1 inhibitor -10.9, TDP2 inh 10.6, ADAM10 inh 2.6, ASAP1 inh -14.9 and PLC-gamma1 inh 0.7.
Screening O=S(=O)(Nc1ccc2c(c1)nc1n2CCN(Cc2ccccc2)C1)c1ccc(F)cc1 returned PLC-beta3 inh inactive, SIAE primary -6.9, Tn6 DDE FP -1.3, Tn7 DDE FP 4.9, ADAM17 inh -23.4, ARFGAP1 inhibitor -7.0, TDP2 inh 3.2, ADAM10 inh -92.2, ASAP1 inh 2.7 and PLC-gamma1 inh -438.2.
`O=C1N[C@@H](c2ccccc2)COC(=O)[C@H](Cc2ccc(F)cc2)C/C=C\C[C@H]1CC(=O)N(CCO)Cc1ccccc1` gave PLC-beta3 inh 5.2, SIAE primary -1.9, Tn6 DDE FP 3.2, Tn7 DDE FP 8.9, ADAM17 inh 1.1, ARFGAP1 inhibitor -3.1, TDP2 inh 5.7, ADAM10 inh 1.9, ASAP1 inh -5.3 and PLC-gamma1 inh 1.4.
Cc1ccc(COC(=O)NCc2cccnc2)cc1 was read as PLC-beta3 inh -4.8, SIAE primary 2.0, Tn6 DDE FP 7.8, Tn7 DDE FP 3.9, ADAM17 inh -2.5, ARFGAP1 inhibitor 5.2, TDP2 inh -3.1, ADAM10 inh 1.0, ASAP1 inh 1.1 and PLC-gamma1 inh 3.0.
For CCCCCC1CCC(C(=O)O)CC1 (stereo not drawn) the results were PLC-beta3 inh 4.2, SIAE primary 0.9, Tn6 DDE FP 1.6, Tn7 DDE FP 8.6, ADAM17 inh -1.8, ARFGAP1 inhibitor -3.2, TDP2 inh -16.2, ADAM10 inh 1.0, ASAP1 inh 11.4 and PLC-gamma1 inh 5.6.
Screening N#C/C(=C\c1ccco1)C(=O)Nn1cnnc1 returned PLC-beta3 inh 7.2, SIAE primary -7.1, Tn6 DDE FP -1.5, Tn7 DDE FP -6.2, ADAM17 inh 2.7, ARFGAP1 inhibitor -1.8, TDP2 inh -19.6, ADAM10 inh 11.3, ASAP1 inh 18.8 and PLC-gamma1 inh 8.7.

Random draw from the library; about 3.6% have a hit in one of these screens.
